Assay outcomes deposited in PubChem by several laboratories.
p-CIP stab down = p/CIP-EGFP fusion destabilizers, primary screen, fluorescence, F442A cells. 16 h. decrease of EGFP signal, % at 10 µM. 290,000 compounds, 0.01% hits. AID 1984, 2009;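 active = EGFP signal decrease of at least 30% at 10 µM or well 3 SD below plate mean, unless failing retest; inactive = the rest, including hits failing retest or dose response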; note: some compounds called inactive have numbers as strong as hits; many of its hits are not listed in these tables
Target sequence (Q05BA5 1-1403): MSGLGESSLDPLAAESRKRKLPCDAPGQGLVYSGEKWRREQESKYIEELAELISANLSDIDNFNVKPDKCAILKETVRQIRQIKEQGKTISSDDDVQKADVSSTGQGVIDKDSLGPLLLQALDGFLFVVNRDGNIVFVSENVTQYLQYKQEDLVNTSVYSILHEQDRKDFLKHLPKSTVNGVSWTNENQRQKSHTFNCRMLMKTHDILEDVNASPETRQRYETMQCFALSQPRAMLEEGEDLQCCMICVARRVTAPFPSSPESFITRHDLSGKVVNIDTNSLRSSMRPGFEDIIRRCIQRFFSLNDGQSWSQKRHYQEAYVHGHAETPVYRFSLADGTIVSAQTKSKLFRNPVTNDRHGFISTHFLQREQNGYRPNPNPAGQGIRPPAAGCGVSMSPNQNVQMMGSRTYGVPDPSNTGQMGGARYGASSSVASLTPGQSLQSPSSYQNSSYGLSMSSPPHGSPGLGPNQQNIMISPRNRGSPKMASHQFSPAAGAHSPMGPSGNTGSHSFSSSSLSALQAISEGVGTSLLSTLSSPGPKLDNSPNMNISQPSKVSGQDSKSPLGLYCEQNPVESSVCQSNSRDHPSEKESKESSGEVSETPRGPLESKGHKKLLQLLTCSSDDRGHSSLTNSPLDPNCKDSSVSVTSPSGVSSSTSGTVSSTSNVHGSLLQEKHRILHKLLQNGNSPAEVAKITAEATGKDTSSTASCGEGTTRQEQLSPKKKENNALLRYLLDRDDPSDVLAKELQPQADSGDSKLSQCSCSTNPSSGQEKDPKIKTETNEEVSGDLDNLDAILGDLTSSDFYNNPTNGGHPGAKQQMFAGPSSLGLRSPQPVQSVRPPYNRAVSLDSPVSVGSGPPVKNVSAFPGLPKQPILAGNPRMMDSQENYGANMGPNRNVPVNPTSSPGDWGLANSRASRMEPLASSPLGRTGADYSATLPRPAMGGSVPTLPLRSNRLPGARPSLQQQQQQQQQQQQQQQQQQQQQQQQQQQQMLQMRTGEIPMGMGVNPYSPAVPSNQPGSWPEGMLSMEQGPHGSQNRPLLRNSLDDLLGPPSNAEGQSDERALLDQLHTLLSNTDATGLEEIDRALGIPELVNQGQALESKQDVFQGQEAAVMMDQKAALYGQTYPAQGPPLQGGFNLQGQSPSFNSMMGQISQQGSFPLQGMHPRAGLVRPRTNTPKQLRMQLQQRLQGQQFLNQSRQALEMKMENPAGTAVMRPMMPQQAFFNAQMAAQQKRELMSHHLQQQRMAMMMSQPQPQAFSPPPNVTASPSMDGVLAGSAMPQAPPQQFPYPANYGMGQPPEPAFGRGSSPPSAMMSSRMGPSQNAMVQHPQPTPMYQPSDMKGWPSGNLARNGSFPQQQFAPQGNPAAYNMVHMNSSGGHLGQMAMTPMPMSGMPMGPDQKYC
NS3 helicase inh = inhibitors of HCV NS3 helicase, primary screen, biochemical, Cy5 molecular beacon fluorescence. AID 1800, 2009. Hepatitis C virus NS3 helicase. 290,000 compounds, 0.56% hits. NS3 helicase DNA unwinding. inhibition, % at 10.9 µM;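 active = inhibition above the mean of all tested compounds plus 3 SD, set per campaign, cut at about 35% in these data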;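 note: 0% = DMSO wells and 100% = thioflavine S control wells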
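Assay system: hepatitis C virus NS3 helicase domain fragment enzyme. Also added: annealed dual-labelled DNA beacon duplex, ATP-started. Timing: 1 h reaction at 25 °C, ATP-initiated. Technique: Cy5 fluorescence at 0 and 60 min, beacon hairpin quenching. Evaluation: % inhibition of unwinding. Replication: one well per compound.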
IDE cell inh = human IDE inhibitors in live cells, primary screen, fluorescence polarization, HEK cells, FAbetaB substrate. Insulin-degrading enzyme (Homo sapiens), P14735. FAbetaB cleavage. inhibition, % at 5.59 µM. 320,000 compounds, 0.41% hits. AID 434962, 2010;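 active = percent inhibition above the average of all tested compounds plus 3 SD, set per screening campaign, cut at about 16% in these data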;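 note: IDE supplied by intact live HEK cells; FP after avidin binding of uncleaved biotin substrate so inhibition keeps polarization high; 0% = DMSO wells and 100% = 60 µM reference IDE inhibitor Ii1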
IDE act = human IDE activators in live cells, primary screen, fluorescence polarization, HEK cells, FAbeta-B substrate | FAbeta-B cleavage; 0% vehicle, 100% cell-free pure enzyme wells | Insulin-degrading enzyme (Homo sapiens), P14735 | 340,000 compounds, 0.073% hits | activation, % at 5.96 µM;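 active = activation above the mean of all tested compounds plus 3 SD, set per screening campaign, cut at about 17% in these data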
VIM-2 inh = VIM-2 metallo-beta-lactamase inhibitors, primary screen, biochemical, epi-absorbance readout, Pseudomonas aeruginosa enzyme. purified VIM-2, nitrocefin hydrolysis, epi-absorbance fluorescence. inhibition, % at 5.6 µM. 290,000 compounds, 0.89% hits. AID 1527, 2009;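 active = inhibition above the mean of all tested compounds plus 3 SD, cutoff set per screening run, cut at about 7.5% in these data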;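 note: red hydrolysis product quenches plate fluorescence so inhibitors raise well fluorescence; 0% = enzyme with DMSO and 100% = DMSO without enzyme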
CRFBP-R2 block = antagonists of CRF-BP/CRF-R2 complex, primary screen, cell-based, HEK293, calcium dye fluorescence, uHTS | 350,000 compounds, 0.59% hits | AID 588475, 2011 | CRF-induced calcium fluorescence | inhibition, % at 11.8 µM;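 active = inhibition of the ligand-induced calcium signal above about 50% at the single tested concentration, limit read from the data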
SUMO HTRF inh = inhibitors of in vitro SUMOylation cascade, primary screen, biochemical, HTRF, uHTS | AID 2006, 2009 | HTRF SUMOylation assay, SAE1/SAE2 + UBC9 | 290,000 compounds, 0.36% hits | inhibition, % at 35 µM | SUMO-conjugating enzyme UBC9 (Homo sapiens), P63279; in the data active = inhibition above about 50%, passing the limit was not always enough; note: strong numbers were not always called active
GalR3 antag = GalR3 antagonists in HEK293 cells, primary screen, cell-based, fluorescence readout | Galanin receptor type 3 (Homo sapiens), O60755 | HEK293 GalR3-CNG cAMP membrane potential fluorescence; galR3 body fused to GalR1 C-terminus | inhibition, % at 3 µM | 360,000 compounds, 0.44% hits | AID 651719, 2012;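 active = inhibition above the screen-wide average plus 3 SD, cut at about 13% in these data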;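 note: forskolin and galanin both at EC90 stimulate the cells; cAMP rise reported by CNG channel membrane potential dye signal; 0% = forskolin plus galanin with DMSO and 100% = forskolin alone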
IMP-1 inhibitor = IMP-1 metallo-beta-lactamase inhibitors, primary screen, biochemical, epi-absorbance readout, Pseudomonas aeruginosa enzyme; inhibition, % at 5.6 µM; purified IMP-1, nitrocefin hydrolysis, epi-absorbance fluorescence; 290,000 compounds, 0.45% hits; AID 1556, 2009; metallo-beta-lactamase IMP-1 (Pseudomonas aeruginosa);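 active = inhibition above the mean plus 3 SD of all compounds in the same screening run, cut at about 4.5% in these data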;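 note: 0% = IMP-1 with DMSO and 100% = DMSO wells lacking enzyme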
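System: purified IMP-1; amount: IMP-1 0.2 nM before substrate addition; compound: single dose, 5.6 µM; times: 25 °C, 15 min preincubation, 25 min reaction; signal: Epi-absorbance via hydrolysed-nitrocefin quenching of white-plate fluorescence, 480/530 nm, EDTA stop; benchmarks: DMSO with and without IMP-1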
Numbers without * were called inactive; nt = not tested or not shown. Hits appear at their usual frequency, and some 3.2% of all compounds hit somewhere here.

canonical_smiles	p-CIP stab down	NS3 helicase inh	IDE cell inh	IDE act	VIM-2 inh	CRFBP-R2 block	SUMO HTRF inh	GalR3 antag	IMP-1 inhibitor
O=C1C=C(N2CCN(C(=O)c3ccccc3)CC2)C2(CCCCC2)O1	0	0	2	-1	-3.0	-11	-6	1	-4.4
Cc1ccc(S(=O)(=O)N(CC(=O)NC2CCCCCC2)c2ccccc2F)cc1	2	2	2	12	-2.2	-11	9	-7	-2.1
CC(=O)N=c1c(C#N)cc2c(=O)n3ccccc3nc2n1Cc1ccccc1	-10	4	-2	3	-3.1	5	20	-10	-1.9
CCN1CCN(c2ccc(S(=O)(=O)N3CCCCC3)cc2NC(=O)Cc2c(Cl)cccc2Cl)CC1	-3	-71	-3	3	-2.5	nt	5	-1	-0.8
Cc1cccn2c(=O)c3cc(C(=O)NC4CCCC4)sc3nc12	-7	-2	0	0	17*	13	28	-5	-0.3
CCc1ccc(C(=O)C[n+]2cccc3cc(OC)ccc32)cc1	-6	-7	nt	2	-2.8	-3	0	-10	-4.8
COc1ccc(CC(=O)Nc2ccc(/C(C)=N/NC(=O)c3ccc(OC)cc3OC)cc2)cc1	1	5	nt	3	-1.2	-4	21	-3	-2.8
CCOc1ccc(NC(=O)CSc2nccn(-c3ccc4c(c3)OCCO4)c2=O)cc1	nt	nt	5	-7	nt	-5	nt	-4	nt
COc1ccc(N2CCN(c3cc(C)nc4ccc(OC)cc34)CC2)cc1	-2	-28	1	6	0.6	-5	-9	-10	-2.5
CN(C)C(=O)c1ccc(NC(=O)c2ccccc2-c2ccccc2)cc1	-7	-11	-2	2	-2.6	0	9	-5	-3.4
O=C(c1cc(-c2cccc(O)c2)on1)N1CCc2ccccc2C1	-3	-13	-3	-1	1.2	11	2	-4	-2.4
CCCNC(=O)Nc1ccsc1C(=O)OC	-8	2	-4	1	-1.7	-6	0	2	-3.1
O=C(Nc1ccc2c(c1)OCCO2)c1ccc(Br)s1	4	-3	0	2	-2.7	-18	-3	-1	-3.5
CCOC(=O)c1c(-c2ccco2)csc1NC(=O)COC(=O)c1cnc(C)cn1	nt	nt	5	3	nt	10	nt	-4	nt
OC(CNCc1ccc(F)cc1)(c1ccc(F)cc1)c1ccc(F)cc1	-2	-16	-4	3	-0.5	-53	-4	-7	0.1
Cc1cc(C(=O)NNS(=O)(=O)c2cc(C(=O)O)ccc2Cl)c(C)n1-c1ccccc1	nt	nt	3	8	nt	11	nt	-5	nt
CC1(C)C(=O)Nc2ccccc2N1C(=O)COC(=O)c1cc(Cl)cc(Cl)c1	nt	nt	-5	3	nt	-9	nt	-8	nt
CCN(CC)C(=O)CSc1nnc(-c2cc(-c3ccc(Cl)cc3)nc3ccccc23)o1	6	-3	4	4	0.8	-28	-1	-6	-0.9
O=Cc1ccc(-n2cncn2)cc1	-6	-7	3	1	-3.3	0	10	-3	-0.8
COc1cc(C(C[N+](=O)[O-])c2c(-c3ccccc3)cc3ccccn23)cc(OC)c1OC (centres undefined)	-18	-2	-1	0	-4.7	-9	30	12	-2.3
CCN(CC(=O)NCc1ccc(Cl)cc1)C(=O)Cc1ccccc1[N+](=O)[O-]	-14	4	nt	1	-1.9	16	12	0	-1.6
COc1ccc(CCNC(=O)C2CC3Cn4c(nc5cc(C)c(C)cc54)C3N2C)cc1 (centres undefined)	2	nt	4	-1	nt	1	8	-7	nt
CCOC(=O)c1sc2ncnc(Nc3cccc(C(=O)O)c3)c2c1C	-8	4	4	-1	3.4	-7	16	0	0.9
CC1(C)CC(=O)C(C(C2=C(O)CC(C)(C)CC2=O)c2cccnc2)C(=O)C1 (centres undefined)	-17	5	0	3	-2.6	12	-13	-1	-2.4
O=C(COC(=O)c1ccncc1)NCc1ccccc1	-2	0	-4	-2	-5.5	36	12	2	-2.5
Cc1ccc2c(C)ccc(O)c2n1	-6	5	-3	2	-6.4	10	-21	1	-3.0
CCc1ccccc1NC(=O)/C(=C/c1ccco1)c1ccccc1	-3	-2	3	1	-2.7	-12	5	-1	-5.2
Cc1ccc(N2C(=O)C(Cl)=C(N3CCN(C)CC3)C2=O)c(C)c1	-6	1	1	-2	-1.1	-8	7	-5	-3.3

Molecules above with a halogen:
canonical_smiles	p-CIP stab down	NS3 helicase inh	IDE cell inh	IDE act	VIM-2 inh	CRFBP-R2 block	SUMO HTRF inh	GalR3 antag	IMP-1 inhibitor
Cc1ccc(S(=O)(=O)N(CC(=O)NC2CCCCCC2)c2ccccc2F)cc1	2	2	2	12	-2.2	-11	9	-7	-2.1
CCN1CCN(c2ccc(S(=O)(=O)N3CCCCC3)cc2NC(=O)Cc2c(Cl)cccc2Cl)CC1	-3	-71	-3	3	-2.5	nt	5	-1	-0.8
O=C(Nc1ccc2c(c1)OCCO2)c1ccc(Br)s1	4	-3	0	2	-2.7	-18	-3	-1	-3.5
OC(CNCc1ccc(F)cc1)(c1ccc(F)cc1)c1ccc(F)cc1	-2	-16	-4	3	-0.5	-53	-4	-7	0.1
Cc1cc(C(=O)NNS(=O)(=O)c2cc(C(=O)O)ccc2Cl)c(C)n1-c1ccccc1	nt	nt	3	8	nt	11	nt	-5	nt
CC1(C)C(=O)Nc2ccccc2N1C(=O)COC(=O)c1cc(Cl)cc(Cl)c1	nt	nt	-5	3	nt	-9	nt	-8	nt
CCN(CC)C(=O)CSc1nnc(-c2cc(-c3ccc(Cl)cc3)nc3ccccc23)o1	6	-3	4	4	0.8	-28	-1	-6	-0.9
CCN(CC(=O)NCc1ccc(Cl)cc1)C(=O)Cc1ccccc1[N+](=O)[O-]	-14	4	nt	1	-1.9	16	12	0	-1.6
Cc1ccc(N2C(=O)C(Cl)=C(N3CCN(C)CC3)C2=O)c(C)c1	-6	1	1	-2	-1.1	-8	7	-5	-3.3
